Screening data deposited in PubChem by several laboratories.
OXTR ag = human OXTR agonism | CHO-OTR cells, Fluo-8 calcium fluorescence; normalized: DMSO 0%, oxytocin 100% | 0.32% of 320,000 active | activation, % at 3 µM | P30559;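 active means activation above the mean of all tested compounds plus 3 SD, cutoff set per screening run, cut at about 20% in these data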;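 further: peak over basal fluorescence ratio from a 100 s FLIPR kinetic read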
Target sequence (P30559 whole entry, looked up): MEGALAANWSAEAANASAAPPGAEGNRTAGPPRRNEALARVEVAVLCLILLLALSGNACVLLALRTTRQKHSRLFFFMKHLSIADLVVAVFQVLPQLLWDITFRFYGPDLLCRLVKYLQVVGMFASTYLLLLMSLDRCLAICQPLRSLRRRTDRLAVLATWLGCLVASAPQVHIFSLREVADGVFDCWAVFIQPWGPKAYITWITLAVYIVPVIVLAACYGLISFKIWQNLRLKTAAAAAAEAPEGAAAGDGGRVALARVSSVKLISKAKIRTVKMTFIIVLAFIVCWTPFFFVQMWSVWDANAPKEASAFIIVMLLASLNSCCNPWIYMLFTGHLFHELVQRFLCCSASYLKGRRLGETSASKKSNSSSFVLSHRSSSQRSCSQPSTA
GalR3 antag = human GalR3 antagonism. O60755. HEK293 GalR3-CNG cAMP membrane potential fluorescence; galR3 body fused to GalR1 C-terminus. inhibition, % at 3 µM. 0.44% of 360,000 active;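 active means inhibition above the screen-wide average plus 3 SD, cut at about 13% in these data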;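 further: forskolin and galanin both at EC90 stimulate the cells; cAMP rise reported by CNG channel membrane potential dye signal; 0% = forskolin plus galanin with DMSO and 100% = forskolin alone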
Target sequence (O60755 1-299 limits assumed): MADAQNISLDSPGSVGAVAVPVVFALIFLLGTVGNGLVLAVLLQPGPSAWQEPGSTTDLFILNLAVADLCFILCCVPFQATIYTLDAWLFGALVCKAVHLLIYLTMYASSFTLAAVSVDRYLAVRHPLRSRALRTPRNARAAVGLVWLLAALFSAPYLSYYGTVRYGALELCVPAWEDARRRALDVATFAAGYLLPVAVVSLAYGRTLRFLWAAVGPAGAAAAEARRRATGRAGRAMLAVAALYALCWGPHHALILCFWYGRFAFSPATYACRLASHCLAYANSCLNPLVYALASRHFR
PfM18AAP inh = PfM18AAP enzyme inhibition; recombinant PfM18AAP, H-Glu-NHMec fluorogenic cleavage; inhibition, % at 7.35 µM; 1.2% of 290,000 active; AID 1822;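 active means inhibition above the campaign mean inhibition over all tested compounds plus 3 SD, cut at about 28% in these data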;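 further: 0% = plate median of test compound wells and 100% = 2 mM ZnCl2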
MEKK2 WT-MEK5 = raises or lowers MEK5 binding to wildtype human MEKK2 PB1 domain; Q9Y2U5; bead flow cytometry, Alexa488-MEK5 binding to MEKK2 WT; actives lie on both sides; binding response (% of control), % at 10 µM; 1.1% of 290,000 active; in the data active means binding response below about 67% or above about 130%
OXTR potentiate = potentiates the human oxytocin receptor response | P30559 | AID 2445 | CHO-OTR cells, Fluo-8 calcium fluorescence, potentiator mode; 0% = oxytocin EC15, 100% = EC100 | activation, % at 3 µM | 0.061% of 320,000 active;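 active means activation above that plate's cutoff, the mean activation of tested compounds plus 3 SD, cut at about 6.6% in these data, passing the limit was not always enough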;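 further: 100% uses oxytocin at 75 nM as the full agonist control; some results filed as inactive read as strong as hits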
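Measured by – Fluo-8 calcium dye fluorescence · Test system – human OTR in CHO cells · Dosing – one concentration, 3.0 µM compound · Controls – EC15 oxytocin alone as 0%, 75 nM oxytocin as 100% · Evaluation – normalized max/min fluorescence ratio, % activation · Timing – 6 min pre-incubation, 100 s read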
GPR7 antag = blocks human GPR7 receptor signaling; P48145; GPR7-expressing cells, fluorescence antagonist assay; inhibition, % at 4.4 µM; 1.1% of 290,000 active; in the data active means inhibition above about 16%, passing the limit was not always enough;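 further: cells stimulated with the agonist NPW; 0% = agonist with vehicle and 100% = vehicle without agonist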
Target sequence (P48145 whole entry, looked up): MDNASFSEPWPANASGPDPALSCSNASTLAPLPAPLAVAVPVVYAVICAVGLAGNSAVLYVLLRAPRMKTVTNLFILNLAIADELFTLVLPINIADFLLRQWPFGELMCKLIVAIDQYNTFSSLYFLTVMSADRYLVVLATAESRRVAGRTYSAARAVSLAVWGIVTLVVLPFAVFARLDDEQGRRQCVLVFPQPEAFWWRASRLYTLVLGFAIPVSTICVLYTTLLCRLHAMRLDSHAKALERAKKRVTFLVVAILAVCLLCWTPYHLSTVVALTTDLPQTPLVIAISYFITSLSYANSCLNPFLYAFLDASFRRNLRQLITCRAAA
V1aR counter = counter-screen for oxytocin receptor agonists: human V1a receptor agonists; activation, % at 3 µM; CHO-V1R cells, Fluo-8 calcium fluorescence, agonist mode; 0% DMSO, 100% 3 nM vasopressin; P37288; AID 2797; 0.25% of 320,000 active;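 active means activation above the mean activation of all tested compounds plus 3 SD, per screening run, cut at about 20% in these data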;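 further: signal is peak over basal fluorescence ratio across a 100 second FLIPR read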
NALP1 inh = inhibitors of NALP1 inflammasome in yeast | S. cerevisiae NALP1/ASC/caspase-1 growth, X-gal OD620, 72 h | inhibition, % at 10 µM | 0.61% of 280,000 active | AID 2071; in the data active means inhibition mostly above about 24%, no sharp cut-off; inactive means mostly below about 32%; further: some compounds called inactive have numbers as strong as hits
MEKK2 mut-MEK5 = signal of MEK5 binding to mutant human MEKK2 PB1 domain. bead flow cytometry, Alexa488-MEK5 binding to MEKK2 mutant. percent response, % at 10 µM. 0.35% of 290,000 active. AID 1530; in the data active means percent response above about 24%, passing the limit was not always enough; further: inactives centre near 1; some results filed as inactive read as strong as hits
Starred values were filed as active, the others as inactive; / = no result given; [ ] = dose if it differs, or a comment.

The line under a structure holds: OXTR ag	GalR3 antag	PfM18AAP inh	MEKK2 WT-MEK5	OXTR potentiate	GPR7 antag	V1aR counter	NALP1 inh	MEKK2 mut-MEK5
Cc1cccc(C)c1NC(=O)CNC(=O)C(Cc1ccccc1)NC(=O)c1ccccc1 (configuration not stated)
    1.5	-3.5	3.2	101.0	-3.3	12.5	-0.2	4.5	-2.0
CCCNC(=O)CSc1nc(COc2ccccc2)nc2ccccc12
    -0.7	-6.5	-6.8	90.0	-2.7	5.1	-1.4	-2.4	-7.0
O=S(=O)(N1CCCCCC1)N1CCNCC1
    -0.7	-5.0	-3.5	105.0	-11.4	-18.0	0.4	4.4	6.0
CCN1CCN(CC(=O)N2N=C(c3cccs3)CC2c2ccc(OC)cc2)C(=O)C1=O (configuration not stated)
    1.3	0.9	6.5	92.0	-1.5	-0.4	-0.2	-9.5	-4.0
Cc1ccc2c(c1)NC(=O)C(CC(=O)Nc1ccc(Br)c(C)c1)O2 (configuration not stated)
    0.5	-13.0	6.5	97.0	-7.3	-24.9	0.0	14.2	0.0
COc1ccc(CNC(=O)CCCCCNC(=O)N2CCn3c2nc2ccccc23)cc1
    0.4	0.2	0.4	105.0	-0.7	-16.1	3.8	9.8	1.0
O=C(CCCn1c(=S)[nH]c2cc3c(cc2c1=O)OCO3)NCCc1ccccc1Cl
    -3.1	3.2	-2.1	104.0	-6.4	0.8	-1.9	-7.1	1.0
CCOC(=O)CSc1c(-c2ccc(Cl)cc2)[nH]c2ccccc12
    -1.7	-5.9	-6.7	109.0	-13.1	-11.4	-1.8	20.5	8.0
COc1ccc(N2C(=O)C(F)(F)C2c2ccccc2F)cc1 (configuration not stated)
    /	-6.5	-1.7	96.0	/	-13.9	/	7.9	-9.0
CC(C)=C1C(=O)NN(c2ccc(F)c(Cl)c2)C1=O
    -0.3	-1.6	-48.4	109.0	-1.7	-8.2	-1.3	10.7	8.0
CC1CCCCN1C(=S)NC(=O)c1ccccc1 (configuration not stated)
    -0.7	-9.0	/	/	-0.2	/	0.1	/	/
COc1ccccc1/C=C/C=N/NC(=O)c1cccs1
    -2.9	-3.6	-7.2	96.0	-1.1	-13.2	0.1	10.7	-17.0
O=C(O)CCNC(=O)OCC1c2ccccc2-c2ccccc21
    0.2	-5.7	4.8	102.0	2.7	-13.9	0.8	1.6	6.0
CN1CCN(C(=O)Nc2ccccc2CC[N+](=O)[O-])CC1
    0.1	-1.8	2.2	111.0	-1.5	-5.4	-0.6	-5.4	-1.0
O=c1c2ccccc2nnn1CSc1nnc(C2COc3ccccc3O2)n1-c1ccccc1 (configuration not stated)
    -0.9	-3.5	-10.6	106.0	-15.4	-0.8	1.0	7.9	1.0
CCOC(=O)Nc1nc(-c2ccccc2)c(C(=O)c2ccc(Cl)cc2)s1
    -1.1	-5.4	2.5	99.0	-6.7	8.2	-0.8	15.2	4.0
CCOc1ccc(NC(=O)COC(=O)CC2CCCCC2)cc1
    -2.0	-6.8	/	/	1.0	/	-0.4	/	/
Nc1cc(=O)[nH]c(SCC(=O)Nc2ccc(Br)cc2)n1
    0.1	-0.7	3.0	104.0	-10.7	-20.5	1.7	8.8	3.0
COc1ccc(C(O)(CCc2ccccc2)CCN2CCCCC2)cc1 (configuration not stated)
    1.1	-2.6	8.2	102.0	-2.2	2.9	0.5	0.3	-2.0
COc1cccc(CNC(=O)C(=O)NCCC2CCCCN2S(=O)(=O)c2ccc(C)cc2)c1 (configuration not stated)
    -2.3	-7.2	/	/	-14.6	/	0.0	/	/

Three compounds out of the list above, ordered by their value in GPR7 antag, lowest first:
SMILES | GPR7 antag
Cc1ccc2c(c1)NC(=O)C(CC(=O)Nc1ccc(Br)c(C)c1)O2 (configuration not stated) | -24.9
O=S(=O)(N1CCCCCC1)N1CCNCC1 | -18.0
COc1ccc(CNC(=O)CCCCCNC(=O)N2CCn3c2nc2ccccc23)cc1 | -16.1

Additional structures follow:
The line under a structure holds: OXTR ag	GalR3 antag	PfM18AAP inh	MEKK2 WT-MEK5	OXTR potentiate	GPR7 antag	V1aR counter	NALP1 inh	MEKK2 mut-MEK5
COC(=O)c1ccc(C(=O)OC)c(NC(=O)CSCc2ccc(Br)cc2)c1
    -1.6	-8.5	1.2	97.0	-8.8	-10.5	-1.0	1.9	0.0
O=C(Cc1ccc(F)cc1)N(c1ccc(F)cc1)C1C=CS(=O)(=O)C1 (configuration not stated)
    -1.1	-0.3	-7.7	106.0	2.7	-6.4	0.9	-0.5	5.0
COc1ccc(N(CC(=O)NC2CCCCC2)S(=O)(=O)c2cccs2)cc1
    -0.6	-3.7	/	/	-7.0	/	1.7	/	/
CN(Cc1c(C(=O)N/N=C/c2cccc(Cl)c2)nnn1-c1nonc1N)c1ccccc1
    -0.6	-8.9	4.4	99.0	-11.8	8.1	1.0	9.3	-1.0
Cc1ccc2nc(-c3cc(N)cc(N)c3)oc2c1
    -0.4	-4.6	4.4	106.0	-13.0	4.0	-0.6	12.5	2.0
COc1ccc2c(c1)OC[C@H]1[C@H]2N2C(=O)c3cc(F)ccc3NC(=O)[C@@]2(C)[C@H]1c1ccccc1
    1.9	-4.9	/	/	12.9*	/	1.8	/	/
CC(C)C1C(C#N)=C(N)Oc2n[nH]c(-c3ccccc3)c21 (configuration not stated)
    0.1	-8.3	-7.4	99.0	-10.8	-14.0	0.8	5.0	1.0
CC(=O)c1cccc(NC(=O)CSCc2ccccc2)c1
    -0.2	-4.3	0.4	99.0	1.8	5.9	0.4	8.5	-3.0
COc1cccc(-n2cnnc2SCC(=O)NC2CC2)c1
    0.6	-4.3	/	/	-6.2	/	-0.2	/	/
O=C(c1cncc(Br)c1)N1CCN(S(=O)(=O)c2ccccc2C(F)(F)F)CC1
    0.8	-6.3	1.3	91.0	-5.2	-8.1	2.3	10.3	-6.0
COc1ccc(CCNC(=O)C2CC(=O)N(c3ccc(C)cc3)C2)cc1OC (configuration not stated)
    0.7	-5.5	2.2	105.0	5.0	2.6	-0.2	-0.6	3.0
CC(=O)Nc1ccc(S(=O)(=O)N(C)CC(=O)OCC(=O)N2CCCCCC2)cc1
    0.0	-3.5	-10.5	112.0	-4.5	-11.8	0.5	4.7	10.0
O=C(c1c(F)cccc1F)N1CCN(c2ncccn2)CC1
    1.0	-5.2	1.3	96.0	-3.5	-4.7	0.3	16.5	-2.0
COc1ccc(/C=N/n2c(C)nc3sc(C)c(C)c3c2=O)cc1OC
    1.0	-1.5	1.5	100.0	-6.2	-6.8	0.4	-5.1	2.0
CCOC(=O)COc1c(C=O)cc(Br)cc1OC
    -1.9	-8.4	3.0	102.0	5.4	-3.0	-0.8	-7.8	3.0
COc1cccc(C(=O)NCCCNC(=O)c2cccc(OC)c2)c1
    -1.4	-7.0	7.0	103.0	-11.7	-14.5	-0.3	7.4	3.0
Cc1ccc(S(=O)(=O)N(C)Cc2ccc(C(=O)N/N=C3\CCCC(=O)C3)cc2)cc1
    0.5	1.4	12.1	95.0	-2.9	-3.0	0.3	13.1	-5.0
COc1ccc(CNc2ncccc2[N+](=O)[O-])cc1
    -1.4	-10.4	-3.3	109.0	-15.0	19.2	-1.3	26.6	2.0
Cc1ccc(-c2nc(-c3cccnc3)sc2CC(=O)Nc2ccc(C)c(Cl)c2)cc1
    0.1	-1.1	2.4	111.0	-8.8	-5.0	0.1	21.8	3.0
COc1ccc(N2CCN(CC(=O)Nc3ncc(C)s3)CC2)cc1
    0.1	-2.8	-13.4	106.0	-12.7	-1.4	-0.3	7.8	3.0

Other compounds
The line under a structure holds: OXTR ag	GalR3 antag	PfM18AAP inh	MEKK2 WT-MEK5	OXTR potentiate	GPR7 antag	V1aR counter	NALP1 inh	MEKK2 mut-MEK5
Cc1cc(C)cc(C(=O)N2CCN(Cc3ccc4c(c3)OCO4)CC2)c1
    -1.9	-8.7	5.6	104.0	-4.6	0.4	-1.1	-5.5	1.0
Cc1c(CN2CCC(CO)(CCOc3ccccc3)CC2)[nH]c2c(Cl)cccc12
    13.5	-1.2	-0.3	240.0*	-16.9	22.9	8.3	11.4	28.0
Cc1ccc(/C=C2\SC(=S)N(CCC(=O)NNC(=O)c3ccc(O)cc3)C2=O)cc1
    0.5	3.3	-2.3	102.0	-13.1	-10.8	0.5	17.5	0.0
COc1cc(CNn2nnnc2N)ccc1OCc1c(Cl)cccc1Cl
    8.9	-7.2	-7.8	103.0	-8.2	-2.0	5.9	-6.1	5.0
CC(=O)Nc1cccc(OC(=O)c2ccoc2C)c1
    -0.6	-1.6	-1.5	94.0	-13.4	1.2	0.1	1.7	-1.0
Cc1ccc(-n2c(C)cc(/C=N/NC(=O)c3ccncc3)c2C)cc1
    -0.7	-2.2	2.9	108.0	1.1	-4.7	-0.1	32.4	11.0
NC(=S)NC(c1ccccc1)c1ccncc1 (configuration not stated)
    -0.2	-2.1	/	/	-5.0	/	-0.6	/	/
CS(=O)(=O)N(Cc1ccccc1)c1ccc(C(=O)N2CCc3ccccc3C2)cc1
    1.8	-2.8	2.3	95.0	-19.0	22.4	2.9	-4.0	0.0
O=C(NCc1ccco1)c1cc(NS(=O)(=O)c2cccc([N+](=O)[O-])c2)ccc1O
    5.0	3.5	25.3	103.0	-24.5	-0.8	6.2	0.2	-5.0
CO/N=C(/CS(=O)(=O)c1ccc(Br)cc1)c1ccc(OC)cc1
    -1.2	-4.0	-7.0	100.0	-11.4	9.2	0.1	11.9	-2.0
CC(C)(C(=O)c1ccccc1)/[N+]([O-])=C/c1ccc(Br)cc1
    -1.3	/	6.9	108.0	-1.3	-9.6	-0.5	/	4.0
Cc1ccc(OCc2nnc(SCC(N)=O)n2N)cc1
    0.3	-0.5	7.9	93.0	2.7	-3.8	0.4	0.9	0.0
NC(=O)C1CCN(C(=O)c2cccc(CN3C(=O)c4ccccc4C3=O)c2)CC1
    5.0	-6.7	/	/	-2.5	/	-0.2	/	/
C=CCOC(=O)C1=C(C)N=C2SCCC(=O)N2C1/C=C/c1ccccc1OC (configuration not stated)
    -0.6	-5.5	-0.7	99.0	-0.8	-3.2	-1.4	-7.7	-2.0
CC(=O)Oc1c(C(C)C)cc(N(C(C)=O)c2ccccc2)cc1C(C)C
    -2.4	-2.1	/	/	-0.9	/	-0.3	/	/
CCCC(=O)NCCc1cc2ccc(OC)cc2[nH]c1=O
    0.2	-0.9	3.6	96.0	-7.6	-8.5	0.1	8.5	-1.0
CCOC(=O)Cn1cc(C(=O)OC)c2ccccc21
    -0.8	-8.0	1.3	106.0	-3.0	-1.5	-0.4	3.2	3.0
CCOc1cc(C(=O)N2CCc3cc(OC)c(OC)cc3C2)ccc1OC(F)F
    -2.7	31.5*	2.0	103.0	-3.6	4.4	-1.6	1.4	8.0
COc1ccc(C(=O)CSc2n[nH]c(=O)n2Cc2ccco2)cc1
    1.0	-3.6	6.0	103.0	-7.7	0.1	1.0	/	-2.0
O=C(O)CSCC(=O)Nc1ccc(C(F)(F)F)cc1
    0.7	-4.4	-1.3	97.0	-1.2	-5.7	0.6	15.2	-3.0
CN1Cc2sc(N)c(C#N)c2CC1(C)C
    1.2	2.2	3.6	52.0*[inhibitor]	-15.3	-11.5	0.9	4.8	-14.0
COc1cccc(CNC(=O)Cc2ccc(NC(=O)C3=C(C)OCCS3)cc2)c1
    -0.4	-4.8	-4.6	102.0	-6.6	8.8	1.0	-5.8	3.0
Cc1cc(/C=C2\SC(N)=NC2=O)c(C)n1-c1ccc(F)cc1
    -1.1	-2.1	8.0	92.0	-9.7	4.8	0.0	6.4	-7.0
